Screening data: PubChem BioAssay, National Center for Advancing Translational Sciences (NCATS)
Integrin act MD = qHTS for Activators of Integrin-Mediated Alleviation for Muscular Dystrophy; Potency, µM (doses to about 38.3 µM), for inactives: at the top dose activation, most hits filed as activators; alpha7betagal myoblasts, beta-gal FDG fluorescence, 48 h; 350,000 tested, 0.064% active;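 also: potency is read from the fitted curve at half-maximal effect; 100% = response of the positive control SU9516; nearly all actives have a fitted effect of over 60% in size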
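alpha7betagal+/- myoblasts (passage 13, 250/well) treated 48 h at 37C with compounds at 1:260 dilution of DMSO stock. Lysed, then beta-galactosidase activity read as FDG fluorescence (ex 480/em 540) after 30 min, with pre-read for autofluorescence.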
TRPV1 agonist = HTS Assay for Compounds that Act as Agonists of the Vanilloid Receptor 1. Transient receptor potential cation channel subfamily V member 1 (Homo sapiens), Q8NER1. TRPV1-expressing cells, Fluo-8 calcium influx, agonist mode. activation, % at 8.33 µM. 320,000 tested, 0.19% active. AID 540275, 2011; in the data active = activation above about 80%; inconclusive = between about 30% and that limit; also: 0% is about no effect
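Cells expressing TRPV1 were dye-loaded with Fluo-8 and read kinetically: 10 s baseline, 3 min after compound (agonist portion), then 2 min after EC20 capsaicin (allosteric enhancer portion). Calcium-bound dye fluorescence at 480/520 nm.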
PTAP TSG101 blk = qHTS Assay for Iinhibitors of HIV-1 Budding by Blocking the Interaction of PTAP/TSG101; Fluorescence polarization, FITC-PTAP peptide / Tsg101 binding; 340,000 tested, under 10 active; Potency, µM (highest dose often 115 µM), inactives show top-dose activity change, negative = inhibition, actives largely listed as inhibitors; Tumor susceptibility gene 101 protein (Homo sapiens), Q99816; active = well fitted inhibition curve with a large enough effect in the main read-out, with a control signal flat, not every such curve was filed as active; inconclusive = small, poorly fitted or top-dose-only effect, or effect the other way, or a change in a side signal; inactive = no such curve, though single readings can be large or run the other way; also: potency is read from the fitted curve at half-maximal effect; % of control where 0% means no effect
Target sequence (Q99816 whole entry, looked up): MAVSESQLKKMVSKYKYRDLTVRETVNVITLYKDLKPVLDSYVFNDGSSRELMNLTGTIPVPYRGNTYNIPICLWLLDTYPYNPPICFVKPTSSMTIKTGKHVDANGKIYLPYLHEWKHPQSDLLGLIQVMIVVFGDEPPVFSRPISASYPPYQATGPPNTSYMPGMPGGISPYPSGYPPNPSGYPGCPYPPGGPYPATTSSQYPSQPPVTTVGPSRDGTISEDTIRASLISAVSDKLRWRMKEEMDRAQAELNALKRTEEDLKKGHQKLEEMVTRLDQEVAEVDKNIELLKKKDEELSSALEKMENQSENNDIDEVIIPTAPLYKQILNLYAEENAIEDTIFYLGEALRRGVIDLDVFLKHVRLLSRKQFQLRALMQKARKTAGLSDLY
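FP read-out: FITC-PTAP peptide, 50 nM final, binding Tsg101 binding domain, 10 uM final; 20 min, r.t.; 10 mM HEPES pH 7.5, 0.15 M NaCl, 0.01% Tween 20, 3 mM EDTA, 0.1 mM TCEP.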
BRCA1 expr act = qHTS Assay to Identify Small Molecule Activators of BRCA1 Expression; Potency, µM (top dose mostly 46.1 µM), without a hit: at the top dose activation, most hits filed as activators; AID 624202, 2012; MCF7-BRCA1-FFLuc reporter, luminescence, 48 h; response scale: scaled: vehicle 0%, 10 µM genistein 100%; 380,000 tested, 1.1% active; also: potency is read from the fitted curve at half-maximal effect; nearly all actives have a fitted effect of over 80% in size; some results filed as inactive show a strong effect at the top dose
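MCF7-BRCA1-FFLuc cells, 2000/well in phenol-red-free MEM, attached 2 h then treated 48 h at 37 C. Luciferase luminescence read 15 min after reagent; normalized to genistein maximum activation (10microM) and DMSO, concentration-response fitted.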
TCR act = Activators of T cell receptors: qHTS campaign; primary human leukocytes, anti-CD3, IL-2 HTRF, 48 h; Potency, µM (series often up to 9.22 µM), for the others: at the top dose activation of IL-2 secretion, hits mostly activators; 330,000 tested, under 10 active; AID 504894, 2011; also: % of control where 0% means no effect
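IL-2 produced over 48 hr by a-CD3 bead-stimulated primary human leukocytes exposed to compounds was detected with a homogeneous time-resolved FRET immunoassay, 665nm acceptor signal after 320nm excitation.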
AT treatment = qHTS Assay for Identifying a Potential Treatment of Ataxia-Telangiectasia. […] A-T fibroblasts, KAP-1 phosphorylation AlphaLISA; neocarzinostatin DNA damage 30 min before lysis. Potency, µM (series often up to 57.5 µM), for the others: top-dose activation, usual class: activators. 320,000 tested, 0.19% active. AID 485349, 2010; also: potency is read from the fitted curve at half-maximal effect; % of control where 0% means no effect; nearly all actives have a fitted effect of over 45% in size
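ATM-like activity read as KAP-1 phosphorylation via AlphaLISA donor/acceptor antibody pairs after lysis and 6 hr at 25C. Cells were ATM-null patient fibroblasts ([…], hTERT), dosed 60 min, then exposed to the DSB inducer NCS for 30 min.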
B2AR arrestin = qHTS assay of beta-arrestin-biased ligands of beta2-adrenergic receptor; Beta-2 adrenergic receptor (Homo sapiens), P07550; beta-arrestin recruitment to beta2AR, cell-based reporter; Potency, µM (series often up to 46.1 µM), for inactives: at the top dose activation, most hits filed as activators; 330,000 tested, 0.02% active;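 also: potency is read from the fitted curve at half-maximal effect; 0% = DMSO controls and full agonism = EC100 isoproterenol or metaproterenol; nearly all actives have a fitted effect of over 65% in size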
Target sequence (P07550 whole entry, looked up): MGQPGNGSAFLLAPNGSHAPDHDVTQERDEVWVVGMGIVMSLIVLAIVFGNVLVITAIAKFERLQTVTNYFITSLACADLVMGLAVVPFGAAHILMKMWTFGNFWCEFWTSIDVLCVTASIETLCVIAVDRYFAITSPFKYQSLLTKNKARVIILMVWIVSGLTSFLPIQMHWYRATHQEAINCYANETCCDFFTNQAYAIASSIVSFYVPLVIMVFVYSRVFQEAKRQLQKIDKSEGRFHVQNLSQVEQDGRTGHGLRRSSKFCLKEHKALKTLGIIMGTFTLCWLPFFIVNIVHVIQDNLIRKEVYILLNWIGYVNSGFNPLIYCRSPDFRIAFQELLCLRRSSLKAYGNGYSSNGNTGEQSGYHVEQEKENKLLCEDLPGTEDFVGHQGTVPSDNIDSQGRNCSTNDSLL
ELG1 repair inh = qHTS screen for small molecules that inhibit ELG1-dependent DNA repair in human embryonic kidney (HEK293T) cells expressing luciferase-tagged ELG1. HEK293T ELG1-luciferase reporter, luminescence, 16 h; DNA damage induced by 5-fluorouridine. Potency, µM (series often up to 46.1 µM), for the others: at the highest dose activity change, negative = inhibition, actives largely listed as inhibitors. 330,000 tested, 2.3% active. AID 504467, 2011; also: potency is read from the fitted curve at half-maximal effect; % is scaled to controls: 0 for no effect and ±100 for the full control effect; nearly all actives have a fitted effect of over 55% in size
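Overnight (16 hr) co-exposure of 2,000 cells/well to 5-fluorouridine and compound at 37 °C preceded detection. Luciferase was quantified via ONE-Glo luminescence; loss of signal denotes inhibition.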
p53 reactivation = qHTS assay for re-activators of p53 using a Luc reporter | H1299 p53-A138V BP100-luciferase reporter, luminescence, 24 h | Potency, µM (top dose mostly 92.2 µM), without a hit: top-dose activity change, positive = activation, hits mostly activators | 320,000 tested, 0.063% active; also: potency is read from the fitted curve at half-maximal effect; % of control where 0% means no effect; nearly all actives have a fitted effect of over 45% in size
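p53-null H1299 cells stably carrying temperature-sensitive p53-A138V and a BP100-luciferase reporter were pinned with compounds (4-point, 1:5 series) and held 24 hrs at 37 deg C. Luminescence was read 10 min after detection reagent.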
MLL CXXC-DNA inh = qHTS Fluorescence Polarization Assay for Inhibitors of MLL CXXC domain - DNA interaction; 290,000 tested, 0.037% active; AID 2662, 2010; Histone-lysine N-methyltransferase 2A (Homo sapiens), Q03164; Potency, µM (highest dose often 115 µM), for inactives: at the highest dose activity change, negative = inhibition, actives largely listed as inhibitors; MLL-CXXC / FITC-HOXA9 DNA fluorescence polarization; active = well fitted inhibition curve with a large enough effect in the polarisation, with a control signal flat, not every such curve was filed as active; inconclusive = small, poorly fitted or top-dose-only effect, or effect the other way, or a change in a side signal; inactive = no such curve, though single readings can be large or run the other way; the % refers to the polarisation; also: potency is read from the fitted curve at half-maximal effect
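Fluorescence polarization: 7 uM MLL-CXXC (stock) preincubated 5 min with compounds, then 50 nM fluorescein-HOX-A9 DNA (stock) added; 30 min ambient. Buffer 50 mM Tris-HCl pH 7.5, 50 mM NaCl, 1 mM DTT, 0.05% BSA.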
Starred values were filed as active, the others as inactive; ? = inconclusive; . = not tested or not shown; [ ] = another dose, or the depositor's remark. Unless noted, calls follow the shape of the dose curve; as a rule, active = well fitted curve in the direction sought with a large enough effect; inconclusive = small, poorly fitted or top-dose-only effect, or another doubt; inactive = no such curve, though single readings can be large; an effect the other way counts as inactive or inconclusive.

canonical_smiles	Integrin act MD	TRPV1 agonist	PTAP TSG101 blk	BRCA1 expr act	TCR act	AT treatment	B2AR arrestin	ELG1 repair inh	p53 reactivation	MLL CXXC-DNA inh
Cc1ccc(C)c(NC(=O)CCN2CCC(C)CC2)c1	23%	-1	1%	-29%	.	-10%	-0.7%	-18%	18%	-2%
CCN1/C(=C\C=C(C(C)=O)C(C)=O)Sc2ccccc21	-26%	13	?	8%	-2%	-7%	0.2%	?	-2%	?
S=C(NCCCN1CCOCC1)Nc1cccc(Cl)c1	8%	-1	0%	-8%	-2%	-1%	0.2%	-6%	0%	4%
CC(C)(C)OC(=O)[C@H](Cc1ccccc1)NC(=O)c1nc[nH]c1C(=O)NC1CCNCC1	0%	2	.	5%	-4%	29%	-0.1%	4%	0%	.
COCCNC(=S)NCc1ccc2[nH]c3c(c2c1)CCCC3	-8%	11	-5%	0%	-3%	1%	0.2%	-14%	6%	7%
CC(=O)N1CCN(c2ccc(NC(=O)c3ccccc3)cc2)CC1	11%	-2	-1%	?	3%	10%	0.4%	?	9%	-1%
CSc1cccc(NC(=O)c2cnccn2)c1	-7%	4	-3%	58%	-13%	4%	-0.5%	?	10%	-5%
N#CC1=C(N)Oc2cc(O)c(C=Nc3ccccc3)cc2C1c1ccccc1 (centres undefined)	-1%	3	-1%	-87%	-2%[46.1 µM]	-10%	4.6%	?	?	1%
COc1ccc2cc3cc(C(=O)NCC4COc5ccccc5O4)oc3nc2c1 (centres undefined)	31%	-1	-4%	-16%	1%	1%	-0.1%	?	0%	19%
O=C(NCc1cccs1)C1CCCN(S(=O)(=O)c2ccc3c(c2)OCO3)C1 (centres undefined)	3%	0	-9%	0%	-40%	5%	-0.5%	-12%	0%	-4%
CC(C)OC(=O)CCCCCN1C(=O)CSC1=S	-64%[inhibitor]	-1	-6%	-40%	6%	-4%	-0.2%	0%	?	11%
CC(C)(C)OC(=O)N[C@@H](Cc1ccccc1)c1nnc(SCC(N)=O)o1	?	3	1%	-1%	0%	0%	0.0%	0%	-1%	2%
CC12CCC(=O)N1C(C(=O)NNC(=O)c1ccccc1F)CS2 (centres undefined)	-9%	3	3%	18%	7%	4%	-0.5%	17%	0%	.
CC1=NC(Nc2nc(C)c3ccccc3n2)=NC(C)(C)C1	9%	4	-10%	-43%	-1%	-4%	-0.1%	-16%	12%	30%
CSc1ccccc1NC(=S)Nc1ccccc1C(F)(F)F	13%	2	-8%	-4%	-2%	3%	0.1%	4%	3%	1%
CCc1cc2c(SCC(=O)N(CC)c3c(N)n(Cc4ccccc4)c(=O)[nH]c3=O)ncnc2s1	-30%	5	-3%	-35%	1%	12%	0.1%	-11%	-3%	6%
COC(=O)c1c(N)sc2c1CCN(c1ncc(C(F)(F)F)cc1Cl)C2	-33%	0	-12%	-34%	5%	9%	0.2%	-11%	4%	5%
CC(=O)c1ccc(NC(=S)NCCCN2CCOCC2)cc1	0%	-4	0%	10%	-6%	5%	-0.2%	-6%	-1%	-2%
COc1ccc(CCNC(=O)CN(C)S(=O)(=O)c2cccs2)cc1OC	-7%	-1	-3%	-25%	-3%	2%	-0.2%	3%	-4%	-6%
CCCCn1c(SCC(=O)c2ccc(OCC)cc2)nc2cc(S(N)(=O)=O)ccc21	-22%	19	-3%	3%	-5%	2%	0.4%	?	-2%	?
COc1ccccc1CNC(=O)COc1ccccc1OC	21%	0	-11%	26%	1%	4%	0.1%	8%	-6%	-4%
Fc1ccc(-c2cn3ccccc3n2)cc1	10%	16	2%	?	-3%	-1%	-0.7%	?	-1%	-4%
CN(Cc1nc2ccc(Cl)cc2[nH]1)Cc1nc(-c2cnccn2)no1	?	-1	-1%	0%	9%	1%	-0.2%	13%	1%	39%[activator]
CCOC(=O)c1c(NC(=O)CSc2nnc(-c3ccco3)o2)sc(C)c1C	13%	4	-1%	-39%	6%	6%	0.2%	9%	-1%	5%
CCOC(=O)C1CCN(C(=O)CCS(=O)(=O)c2ccc3c(c2)CCN3C(=O)CC)CC1	-8%	1	-2%	10%	-2%	1%	0.2%	7%	0%	-1%
Cc1ccc([C@H]2C(C#N)=C(N)Oc3cc(C)oc(=O)c32)o1	-16%	1	-3%	22%	-2%	4%	-0.5%	12%	20%	6%
CCOC(=O)Cc1csc(NC(=O)c2ccc(S(=O)(=O)N3CCOCC3)cc2)n1	0%	-4	-5%	-11%	-2%	8%	0.3%	0%	-2%	4%
O=[N+]([O-])c1ccc(Cl)c(S(=O)(=O)Nc2cccc(-c3ccc(N4CCCC4)nn3)c2)c1	-19%	-1	-2%	42%	-2%	-22%	3.3%	?	18%	.
Cc1cc(=O)oc2cc(OCc3ccc(C(=O)OCC(=O)Nc4ccc(N(C)C)cc4)cc3)ccc12	-15%	-2	-11%	21%	4%	-6%	-0.9%	29%	5%	-15%
O=C(NCc1ccncc1)C1CCN(C(=O)c2cccc(Cl)c2)CC1	?	0	-1%	-11%	-6%	-3%	0.6%	3%	-3%	8%

Entries of single compounds from above.
Shown for COc1ccccc1CNC(=O)COc1ccccc1OC → Integrin act MD: 21%; TRPV1 agonist: 0; PTAP TSG101 blk: -11%; BRCA1 expr act: 26%; TCR act: 1%; AT treatment: 4%; B2AR arrestin: 0.1%; ELG1 repair inh: 8%; p53 reactivation: -6%; MLL CXXC-DNA inh: -4%
Shown for CC(C)(C)OC(=O)[C@H](Cc1ccccc1)NC(=O)c1nc[nH]c1C(=O)NC1CCNCC1 → Integrin act MD: 0%; TRPV1 agonist: 2; PTAP TSG101 blk: .; BRCA1 expr act: 5%; TCR act: -4%; AT treatment: 29%; B2AR arrestin: -0.1%; ELG1 repair inh: 4%; p53 reactivation: 0%; MLL CXXC-DNA inh: .

Other compounds follow.
canonical_smiles	Integrin act MD	TRPV1 agonist	PTAP TSG101 blk	BRCA1 expr act	TCR act	AT treatment	B2AR arrestin	ELG1 repair inh	p53 reactivation	MLL CXXC-DNA inh
CCNC(=O)CSc1nnc(-c2cccc(S(=O)(=O)N(CC)CC)c2)n1CCc1ccccc1	-19%[7.66 µM]	11	-3%	3%	-17%	0%	-0.7%	?	-8%	-15%
CCOC(=O)c1cnc2ccc(OCC)cc2c1NCc1ccccc1	-27%	?	1%	-65%	6%	-3%	-0.5%	?	-2%	-3%
COc1ccc(NC(=O)CN(c2ccccc2OC)S(=O)(=O)c2cccs2)cc1Cl	18%	.	-5%	-68%	2%	11%	0.2%	?	-8%	.
Cc1cc(-c2csc(NC(=O)C3=COCCO3)n2)c(C)n1C	10%	-2	-2%	3%	-4%	-1%	0.0%	16%	1%	.
CN1CCCC(OC(=O)/C(C#N)=C/c2ccccc2)C1 (centres undefined)	18%	-1	-1%	3%	-5%	0%	0.0%	1%	3%	8%
COCCn1c(-c2ccc(Cl)cc2)cnc1SCC(=O)NCc1cccs1	-33%	3	1%	-24%	-5%	11%	2.9%	?	-1%	1%
COC(=O)[C@]1(Cc2ccccc2)N[C@H](CN(C)C(=O)c2ccc(F)cc2)[C@@H]2C(=O)N(Cc3ccccc3)C(=O)[C@@H]21	13%	.	0%	-7%	-3%	-3%	0.0%	-13%	3%	.
CCCCCOC(=O)Nc1nnc(CCC)s1	-5%	-1	-12%	20%	-3%	3%	0.1%	?	?	14%
CN(C)c1ccc(/C=C(\C#N)C(=O)Nc2nc3c(s2)CCN(Cc2ccccc2)C3)cc1	-6%	10	?	-22%	3%	-5%	0.2%	-11%	1%	?
CNc1oc(-c2ccc(Cl)cc2)nc1C#N	30%	.	1%	81%	-4%	10%	-0.3%	?	2%	-7%
CCOc1ccc(-n2nnc3c(=O)n(CC(=O)c4ccccc4)cnc32)cc1	-2%	?	-1%	3%	-10%	2%	0.0%	17%	-4%	14%
O=C(CSc1oc(-c2ccc(F)cc2)nc1S(=O)(=O)c1ccccc1)NCC1CCCO1 (centres undefined)	-7%	7	1%	-12%	4%	1%	0.3%	-15%	-15%	-15%
